TGFb SMAD3 inh = blocks TGF-b signaling; Potency, µM (series often up to 46.1 µM), for the others: at the highest dose activity, negative = inhibition, usual class: inhibitors; HepG2 CAGA-GFP TGF-b/SMAD3 reporter, GFP fluorescence, 18 h; TGF-beta stimulated, 500 pg/mL final; 410,000 tested, 1.2% active; further: potency means the concentration at half of the fitted maximal effect; on the % scale 0 is the no-effect control and ±100 the full control effect; nearly all actives have a fitted effect of over 65% in size
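Using HEPG2 CAGA-GFP reporter cells at 1000 cells/well, we pinned test compounds, stimulated with recombinant TGF-beta (500 pg/mL final) and measured total well GFP after 18 h.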
pAkt inh = inhibitors of Akt phosphorylation; Neuro2A IGF-stimulated pAkt S473 HTRF, 20 min; hits give low values; activity change, % for hits at 50 µM; 360,000 tested, 0.32% active; in the data active means activity change below about -80%; inconclusive means mostly about -51% to -80%; further: on the % scale 0 is the no-effect control and ±100 the full control effect
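Neuro2A cells (4,500/well, DMEM with 0.5% FBS) were treated with compound at a single 50 µM final concentration, stimulated with 6 nM IGF for 20 min at 37 °C, and lysed. Phospho-Akt Ser473 was read by HTRF as 665/615 ratio ×10^4.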
A549 viability = counter-screen for Nrf2 inhibitors: cytotoxicity in A549 cells. A549 ARE-Fluc cells, CellTiter-Fluor viability, 18-24 h. Potency, µM (titrated, usually from 46 µM), without a hit: top-dose activity change, negative = cytotoxicity, most hits filed as inhibitors. 390,000 tested, 0.16% active; further: potency means the concentration at half of the fitted maximal effect; on the % scale 0 is the no-effect control and ±100 the full control effect
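Cytotoxicity counterscreen: CellTiter-Fluor fluorescence was measured in A549 ARE_Fluc cells after 18-24 h of compound exposure in a concentration series. The subsequent BugLite luminescent read reports ARE-luciferase activity.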
MmCpn inh = inhibitors of Methanococcus maripaludis chaperonin (MmCpn). 330,000 tested, 0.031% active. Potency, µM (series often up to 76.9 µM), inactives show top-dose activity, negative = inhibition, most hits filed as inhibitors. AID 504842. purified Mm-Cpn ATPase, ADP Transcreener TR-FRET; further: potency means the concentration at half of the fitted maximal effect; on the % scale 0 is the no-effect control and ±100 the full control effect; nearly all actives have a fitted effect of over 80% in size
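Quantitative HTS used 25 nM Mm-CPN and 10 uM ATP in magnesium/KCl Tris buffer, pH 7.4, with 1 mM DTT. Hydrolysis ran 30 min at 37°C; ADP was read by HTRF.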
Nrf2 activator = activates Nrf2 signaling; AREc32 ARE-luciferase reporter (MCF7-derived line), luminescence, 24 h; Potency, µM (doses to about 46.1 µM), for the others: at the highest dose activation, hits mostly activators; 410,000 tested, 0.31% active; further: potency means the concentration at half of the fitted maximal effect; % of control where 0% means no effect; nearly all actives have a fitted effect of over 65% in size
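Luciferase luminescence (Steady-Glo, 30 min at room temperature) served as the read-out of ARE activation in AREc32 cells treated with compounds for 24 hr at 37 deg C.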
Abeta yeast res = compounds reversing amyloid beta toxicity in yeast; yeast expressing A-beta42, growth rescue, OD600, 48 h; response scale: 0% DMSO, 100% iron-clioquinol control; Potency, µM (titrated, usually from 46.1 µM), without a hit: top-dose growth rescue, hits mostly activators; 410,000 tested, 0.063% active; AID 1347071; further: potency means the concentration at half of the fitted maximal effect; nearly all actives have a fitted effect of over 55% in size
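Yeast A-beta toxicity model in growth medium with pinned compounds, 48 h at 30 C; growth read as absorbance at 600 nm. Normalized to FeCl3/clioquinol equimolar mix (positive) and DMSO (negative).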
CCT modulator = modulators of cytosolic chaperonin (CCT/TRiC) activity; purified chaperonin ATPase assay, HTRF ADP detection, 30 min; activity change, % (test concentration not listed), hits read low; 360,000 tested, 0.3% active; AID 651819; in the data active means activity change below about -30%; further: on the % scale 0 is the no-effect control and ±100 the full control effect
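Nucleotide hydrolysis assay: TRiC at 20–40 nM final (set by batch activity) with 10 uM ATP, 30 min at 37 °C, in presence of 76 uM compound. Detection by competitive ADP HTRF, 30 min ambient.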
HepG2 viability = HepG2 cytotoxicity, counter-screen for TGF-b inhibitors. HepG2 CAGA-GFP viability, ATP luminescence, 18 h. Potency, µM (titrated, usually from 46.1 µM), for inactives: top-dose activity change, negative = cytotoxicity, hits mostly cytotoxic. 410,000 tested, 0.76% active. AID 588856; further: potency means the concentration at half of the fitted maximal effect; some results filed as inactive show a strong effect at the top dose
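CellTiter-Glo luminescence gave cytotoxicity after 18 hours at 37 degrees C. The cells were HepG2 CAGA-GFP in 1% FBS DMEM, stimulated with 500 pg/mL TGF-beta after compound addition. %Activity was normalised to no-cell wells (complete cell-killing) and DMSO (no toxicity), and curves were fitted and classified.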
Nrf2 inh = inhibitors of Nrf2 signaling; Potency, µM (titrated, usually from 46 µM), for the others: at the highest dose activity change, negative = inhibition, actives largely listed as inhibitors; A549 ARE-Fluc reporter, luciferase luminescence, 18-24 h; 360,000 tested, 2.1% active; AID 504444; further: potency means the concentration at half of the fitted maximal effect; on the % scale 0 is the no-effect control and ±100 the full control effect; nearly all actives have a fitted effect of over 60% in size
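Cells were seeded and rested 2 h, then exposed to compounds for 18-24 h. CellTiter-Fluor was read first as a viability measure. BugLite was added 15 min before the final luminescent read of ARE-luciferase activity in A549 cells.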
Starred values were filed as active, the others as inactive. Unless noted, the call rests on the fitted dose curve; in most records, active means well fitted curve in the direction sought with a large enough effect; inconclusive means small, poorly fitted or top-dose-only effect, or another doubt; inactive means no such curve, though single readings can be large; an effect the other way counts as inactive or inconclusive.

Cc1cc(C)c(C(N)=O)c(Nc2ccc(F)cc2)n1 was read as TGFb SMAD3 inh -1%, pAkt inh inactive, A549 viability 5%, MmCpn inh -2%, Nrf2 activator -0.1%, Abeta yeast res 2%, CCT modulator 0.4, HepG2 viability 17% and Nrf2 inh -9%.
Screening Cc1cc(Cl)ccc1OCc1nc(-c2ccc(-n3cccc3)cc2)no1 returned TGFb SMAD3 inh 22%, A549 viability -2%, Nrf2 activator -0.7%, Abeta yeast res -16%, HepG2 viability -5% and Nrf2 inh -13%.
Screening Cc1cc(C)cc(OC(=O)c2cc(-c3ccc(Cl)cc3)on2)c1 returned TGFb SMAD3 inh -4%, A549 viability 5%, Nrf2 activator -1.3%, Abeta yeast res -24%, HepG2 viability 0% and Nrf2 inh -1%.
Screening COc1cc(C(=O)N[C@H](C(=O)OCC(=O)NC2CCCCCC2)C(C)C)cc(OC)c1OC returned TGFb SMAD3 inh -23%, pAkt inh inactive, A549 viability -5%, MmCpn inh 1%, Nrf2 activator 6.7%, Abeta yeast res 14%, CCT modulator -1.2, HepG2 viability -33% and Nrf2 inh 1%.
Screening CC(=O)c1c(C)[nH]c(C(=O)NCc2ccc(Cl)cc2)c1C returned TGFb SMAD3 inh -23%, pAkt inh inactive, Nrf2 activator 3.5%, Abeta yeast res -24%, CCT modulator 1.3 and HepG2 viability -21%.
For CN(CCCC(=O)N1CCCC(C(N)=O)C1)S(=O)(=O)c1ccc(F)cc1 (stereo unspecified) the results were TGFb SMAD3 inh -3%, pAkt inh inactive, A549 viability -9%, MmCpn inh 2%, Nrf2 activator 0.0%, Abeta yeast res 9%, CCT modulator 0.1, HepG2 viability -6% and Nrf2 inh -4%.
`CCOc1ccccc1NC(=O)CCN1CCN(S(=O)(=O)c2ccc(OC)cc2)CC1` gave TGFb SMAD3 inh 20%, pAkt inh inactive, A549 viability 2%, MmCpn inh 3%, Nrf2 activator 0.8%, Abeta yeast res 6%, CCT modulator -3.4, HepG2 viability 5% and Nrf2 inh -12%.
CCc1ccc(NC(=O)C(=O)NCC2CCCN2S(=O)(=O)c2cccs2)cc1 (stereo unspecified) was read as TGFb SMAD3 inh inconclusive, pAkt inh inactive, A549 viability -3%, MmCpn inh -1%, Nrf2 activator 0.8%, Abeta yeast res 12%, CCT modulator -0.4, HepG2 viability -26% and Nrf2 inh inconclusive.
COc1ccccc1N(CC(=O)NCc1ccc(F)cc1)C(=O)CCC(=O)Nc1ccccn1 was read as TGFb SMAD3 inh -1%, pAkt inh inactive, A549 viability 2%, MmCpn inh 1%, Nrf2 activator 0.2%, Abeta yeast res -3%, CCT modulator -0.3, HepG2 viability -1% and Nrf2 inh -20%.
For CC(C)CCNC(=O)C1CCCN(S(=O)(=O)c2ccc3c(c2)CC(C)N3C(=O)C2CC2)C1 (stereo unspecified) the results were TGFb SMAD3 inh -10%, pAkt inh inactive, A549 viability 1%, MmCpn inh 0%, Nrf2 activator -0.5%, Abeta yeast res 7%, CCT modulator 0.7, HepG2 viability -3% and Nrf2 inh -19%.
`CC(C)(C)NC(=O)c1nn2c(C(F)(F)F)cc(-c3ccccc3)nc2c1Br` gave TGFb SMAD3 inh 14%, pAkt inh inactive, A549 viability 5%, MmCpn inh -2%, Nrf2 activator 13%, Abeta yeast res 4%, CCT modulator -2.7, HepG2 viability 4% and Nrf2 inh 7%.
For CCOc1cccc(C(=O)N/N=C/c2ccoc2)c1 the results were TGFb SMAD3 inh 0%, pAkt inh inactive, A549 viability 2%, MmCpn inh 2%, Nrf2 activator 0.0%, Abeta yeast res 4%, CCT modulator -0.9, HepG2 viability -7% and Nrf2 inh 4%.
For CCOc1cccc2sc(N(CCN(C)C)C(=O)CCS(=O)(=O)c3ccccc3)nc12 the results were TGFb SMAD3 inh 12%, pAkt inh inactive, A549 viability -1%, Nrf2 activator 0.2%, Abeta yeast res -3%, CCT modulator -0.6, HepG2 viability 3% and Nrf2 inh -24%.
Screening O=C(CSC1=Nc2ccccc2C2CC=NN12)Nc1ccc2c(c1)OCO2 (stereo unspecified) returned TGFb SMAD3 inh inconclusive, pAkt inh inactive, A549 viability 2%, MmCpn inh -2%, Nrf2 activator -2.2%, Abeta yeast res -10%, CCT modulator -3.3, HepG2 viability -55% and Nrf2 inh 4%.
Screening Cc1ccccc1-c1cc2nc(NCc3ccc4occc4c3)n(C)c(=O)c2s1 returned TGFb SMAD3 inh inconclusive, pAkt inh inactive, Nrf2 activator -0.2%, Abeta yeast res 16%, CCT modulator -0.2 and HepG2 viability -2%.

Random excerpt: 3 records from the list, in no set order.
COc1ccccc1N(CC(=O)NCc1ccc(F)cc1)C(=O)CCC(=O)Nc1ccccn1 was read as TGFb SMAD3 inh -1%, pAkt inh inactive, A549 viability 2%, MmCpn inh 1%, Nrf2 activator 0.2%, Abeta yeast res -3%, CCT modulator -0.3, HepG2 viability -1% and Nrf2 inh -20%.
Cc1cc(C)c(C(N)=O)c(Nc2ccc(F)cc2)n1 was read as TGFb SMAD3 inh -1%, pAkt inh inactive, A549 viability 5%, MmCpn inh -2%, Nrf2 activator -0.1%, Abeta yeast res 2%, CCT modulator 0.4, HepG2 viability 17% and Nrf2 inh -9%.
For CCOc1cccc(C(=O)N/N=C/c2ccoc2)c1 the results were TGFb SMAD3 inh 0%, pAkt inh inactive, A549 viability 2%, MmCpn inh 2%, Nrf2 activator 0.0%, Abeta yeast res 4%, CCT modulator -0.9, HepG2 viability -7% and Nrf2 inh 4%.

(cont.)
For COc1cc(-c2cc(-c3nnco3)c3ccccc3n2)cc(OC)c1OC the results were TGFb SMAD3 inh -3%, pAkt inh inactive, A549 viability -2%, MmCpn inh -1%, Nrf2 activator 3.9%, Abeta yeast res -8%, CCT modulator -0.2, HepG2 viability -23% and Nrf2 inh -20%.
For COc1ccccc1NC(=O)C(C)OC(=O)C1COc2ccccc2O1 (stereo unspecified) the results were TGFb SMAD3 inh -4%, pAkt inh inactive, A549 viability -1%, MmCpn inh 1%, Nrf2 activator -0.9%, Abeta yeast res 3%, CCT modulator -2.1, HepG2 viability -1% and Nrf2 inh 9%.
`CC(C)Nc1nc(NC(C)(C)C)nc(Oc2ccc(=O)n(C)n2)n1` gave TGFb SMAD3 inh 21%, pAkt inh inactive, A549 viability -5%, MmCpn inh 2%, Nrf2 activator -0.1%, Abeta yeast res -9%, CCT modulator 1.5, HepG2 viability 9% and Nrf2 inh 12%.
For CC(C)CC(NC(=O)C(NC(=O)C(Cc1ccc(OCc2ccccc2)cc1)NC(=O)OC(C)(C)C)C(C)C)C(N)=O (stereo unspecified) the results were TGFb SMAD3 inh -6%, pAkt inh inactive, A549 viability 1%, MmCpn inh 0%, Nrf2 activator -0.5%, Abeta yeast res -6%, CCT modulator 0.4, HepG2 viability -49% and Nrf2 inh -15%.
COc1ccc(C(c2sc3nc(C)nn3c2O)N2CC(C)OC(C)C2)cc1OC (stereo unspecified) was read as TGFb SMAD3 inh -10%, pAkt inh inactive, A549 viability 2%, MmCpn inh 1%, Nrf2 activator 0.4%, Abeta yeast res 6%, CCT modulator -3.0, HepG2 viability -10% and Nrf2 inh 10%.
For CC(C)=CC(=O)OCC(=O)Nc1ncc(Cl)c(C)c1Cl the results were TGFb SMAD3 inh 3%, pAkt inh inactive, A549 viability 2%, MmCpn inh -2%, Nrf2 activator -0.4%, Abeta yeast res -2%, CCT modulator -3.3, HepG2 viability 13% and Nrf2 inh 7%.
For Cc1cc(C(=O)Cn2cnc3cc(F)ccc3c2=O)c(C)n1C1CC1 the results were TGFb SMAD3 inh 3%, pAkt inh inactive, A549 viability 4%, MmCpn inh 2%, Nrf2 activator 2.2%, Abeta yeast res -7%, CCT modulator 0.5, HepG2 viability 14% and Nrf2 inh inconclusive.
`O=C(O)/C=C/C(=O)NCc1cn(-c2ccccc2)nc1-c1cccc(Br)c1` gave TGFb SMAD3 inh 23%, pAkt inh inactive, A549 viability 1%, MmCpn inh -4%, Nrf2 activator 9.2%, Abeta yeast res 13%, CCT modulator -0.4, HepG2 viability 0% and Nrf2 inh -2%.
For CCCOc1ccc(-c2nc[nH]c2[N+](=O)[O-])cc1 the results were TGFb SMAD3 inh 0%, pAkt inh inactive, A549 viability -2%, MmCpn inh 1%, Nrf2 activator 0.2%, Abeta yeast res -2%, CCT modulator 0.0, HepG2 viability 0% and Nrf2 inh 6%.
`Cc1csc(NC(=O)Cc2ccc(Br)cc2)n1` gave TGFb SMAD3 inh 13%, pAkt inh inactive, A549 viability -17%, MmCpn inh -9%, Nrf2 activator 4.7%, Abeta yeast res 19%, CCT modulator -0.7, HepG2 viability -7% and Nrf2 inh -14%.
For Cc1ccn(CC(=O)NC2CCCN(Cc3ccccc3F)C2)n1 (stereo unspecified) the results were TGFb SMAD3 inh 6%, pAkt inh inactive, Nrf2 activator -0.5%, Abeta yeast res -12%, CCT modulator 0.8 and HepG2 viability 6%.
For O=C(Nc1ccc2c(c1)C(=O)NC2=O)c1cc(Cl)ccc1Cl the results were TGFb SMAD3 inh -3%, pAkt inh inactive, A549 viability -1%, MmCpn inh -18%, Nrf2 activator -0.7%, Abeta yeast res 3%, CCT modulator 0.9, HepG2 viability -3% and Nrf2 inh 2%.
CCC(=O)N1c2ccc(S(=O)(=O)N(CCO)Cc3ccccc3)cc2CC1C (stereo unspecified) was read as TGFb SMAD3 inh 4%, pAkt inh inactive, A549 viability -8%, MmCpn inh -3%, Nrf2 activator -0.2%, Abeta yeast res 8%, CCT modulator -0.5, HepG2 viability 2% and Nrf2 inh -19%.

Screens from PubChem.
